Screens: PubChem, several laboratories
NR1D1 modulator = modulators of Rev-erb alpha DNA binding, primary screen, biochemical, FITC-DNA, fluorescence polarization, uHTS; activity, % at 10 µM; Nuclear receptor subfamily 1 group D member 1 (Homo sapiens), P20393; Rev-erbα–FITC-DNA binding, 90 min; hit rate 0.79% among 370,000;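 active = activity above about 14%, limit read from the data; passing the limit was not always enough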;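 also: 0% = DMSO wells with 35 nM protein and 100% = DMSO wells with 750 nM protein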
MBD2 DNA inh = inhibitors of MBD2 binding to methylated DNA, primary screen, biochemical, TR-FRET, DNA-binding domain, human; inhibition, % at 4.4 µM; hit rate 0.31% among 370,000; Methyl-CpG-binding domain protein 2 (Homo sapiens), Q9UBB5; MBD2 binding to methylated oligonucleotide; AID 686964, 2013; in the data active = inhibition above about 13%
DAX1 inh-1 = DAX1 (NR0B1) inhibitors, primary screen, cell-based, HEK293, Gal4-DAX1, luciferase luminescence | HEK293 Gal4-DAX1 luciferase reporter | inhibition, % at 6.75 µM | AID 504766, 2011 | hit rate 0.99% among 340,000;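 active = inhibition above the mean over all tested compounds plus 3 SD, cut at about 4.2% in these data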;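 also: 0% = DAX1-transfected cells with DMSO and 100% = empty-vector control cells with DMSO; inhibition shows as a rise in luminescence from relieved DAX1 repression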
SMARCA2 activ = SMARCA2 (BRM) function activators, primary screen, cell-based, luminescence, high throughput; AID 652017, 2013; MG213 cells, MMTV-luciferase reporter, dexamethasone, overnight; hit rate 1% among 370,000; activation, % at 9.1 µM; in the data active = activation above about 7.8%;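 also: 0% = vehicle wells and 100% = reference activator wells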
PLC-gamma1 inh = PLC-gamma1 enzyme inhibitors, primary screen, biochemical, fluorescence, purified enzyme; 1-phosphatidylinositol 4,5-bisphosphate phosphodiesterase gamma-1 (Homo sapiens), P19174; fluorogenic substrate; inhibition, % at 12.2 µM; hit rate 0.84% among 370,000; in the data active = inhibition above about 9.5%
Target sequence (P19174 whole entry, looked up): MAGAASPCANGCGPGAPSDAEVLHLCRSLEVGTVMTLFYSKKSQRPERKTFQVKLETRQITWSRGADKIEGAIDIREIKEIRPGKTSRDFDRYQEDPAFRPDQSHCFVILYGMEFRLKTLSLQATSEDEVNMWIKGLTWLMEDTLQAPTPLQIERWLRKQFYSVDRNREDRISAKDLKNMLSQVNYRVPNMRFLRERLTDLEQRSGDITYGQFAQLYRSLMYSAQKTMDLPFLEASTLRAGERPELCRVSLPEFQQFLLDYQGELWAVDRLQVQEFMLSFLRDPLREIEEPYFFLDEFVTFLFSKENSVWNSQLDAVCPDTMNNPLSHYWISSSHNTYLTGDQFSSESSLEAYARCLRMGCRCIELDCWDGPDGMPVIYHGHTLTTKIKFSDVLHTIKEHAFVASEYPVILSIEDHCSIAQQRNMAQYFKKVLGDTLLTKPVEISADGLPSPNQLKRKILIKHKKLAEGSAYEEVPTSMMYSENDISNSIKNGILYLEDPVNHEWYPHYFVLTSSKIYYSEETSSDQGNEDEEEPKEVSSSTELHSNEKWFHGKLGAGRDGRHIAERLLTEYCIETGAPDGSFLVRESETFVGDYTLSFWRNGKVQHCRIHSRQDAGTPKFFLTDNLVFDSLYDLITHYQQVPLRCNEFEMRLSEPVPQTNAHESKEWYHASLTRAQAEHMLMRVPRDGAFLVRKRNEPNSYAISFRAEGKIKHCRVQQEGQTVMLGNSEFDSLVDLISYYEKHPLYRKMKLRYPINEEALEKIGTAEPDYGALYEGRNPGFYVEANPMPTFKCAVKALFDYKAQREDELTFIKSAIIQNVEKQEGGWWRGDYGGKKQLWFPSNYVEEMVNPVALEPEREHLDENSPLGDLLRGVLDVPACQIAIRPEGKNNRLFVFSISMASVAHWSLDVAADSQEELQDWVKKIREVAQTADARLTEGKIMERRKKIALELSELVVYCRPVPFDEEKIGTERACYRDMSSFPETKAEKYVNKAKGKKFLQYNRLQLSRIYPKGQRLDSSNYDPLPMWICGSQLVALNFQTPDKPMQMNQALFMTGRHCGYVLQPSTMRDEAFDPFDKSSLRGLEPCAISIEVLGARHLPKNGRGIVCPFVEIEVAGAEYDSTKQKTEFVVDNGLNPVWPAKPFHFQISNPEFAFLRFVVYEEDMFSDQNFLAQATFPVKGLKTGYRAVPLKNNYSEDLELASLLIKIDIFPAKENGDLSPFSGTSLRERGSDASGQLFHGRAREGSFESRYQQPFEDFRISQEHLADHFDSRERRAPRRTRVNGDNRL
DAX1 inh-2 = DAX1 (NR0B1) inhibitors on StAR promoter, primary screen, cell-based, luminescence, SF-1 (NR5A1), full-length DAX-1; AID 652010, 2013; hit rate 1.1% among 370,000; HEK293T StAR-luciferase reporter, SF-1/DAX-1 repression relief; inhibition, % at 6.8 µM;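 active = inhibition above the mean over all tested compounds plus 3 SD, cut at about 3.6% in these data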;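 also: 0% = DAX-1 cells with DMSO and 100% = cells lacking DAX-1 with DMSO; higher inhibition means more luminescence from relief of DAX-1 repression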
hcDAF-12 act = H. contortus DAF-12 nuclear receptor activators, primary screen, cell-based, luminescence, HEK293, lit1-tk-luc reporter; HEK293 hcDAF-12 lit1-tk-luc reporter; 0% DMSO, 100% Δ7-dafachronic acid; activation, % at 6.8 µM; hit rate 1.4% among 370,000;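 active = activation above the mean of all tested compounds plus 3 SD, cut at about 5.5% in these data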;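 also: 100% = response to 3 µM Δ7-dafachronic acid high control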
ADAM17 inh = ADAM17 inhibitors, primary screen, biochemical, QFRET; Disintegrin and metalloproteinase domain-containing protein 17 (Homo sapiens), P78536; recombinant ADAM17, EDANS/DABCYL FRET peptide cleavage; inhibition, % at 6.95 µM; hit rate 0.83% among 370,000; AID 720648, 2013;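 active = inhibition above the mean of compounds lying between control limits plus 3 SD, set per campaign, cut at about 8.5% in these data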;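 also: 0% = DMSO-only wells as the low control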
ssDAF12 agonist = S. stercoralis DAF-12 nuclear receptor activators, primary screen, cell-based, luminescence, HEK293, GRIP1 co-expression, lit1-tk-luc. Nuclear hormone receptor DAF-12 (Strongyloides stercoralis). HEK293 ssDAF-12/GRIP1 lit1-tk-luc reporter; % of 3 µM dafachronic acid response. activation, % at 6.8 µM. hit rate 1% among 370,000;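 active = activation above the mean over all tested compounds plus 3 SD, cut at about 0.9% in these data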;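 also: 0% = DMSO-only wells and 100% = 3 µM delta7-dafachronic acid wells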
PLCb3 inh = human PLC-beta3 inhibitors, primary screen, biochemical, fluorescence. Purified PLC-beta3, fluorogenic substrate. hit rate 0.18% among 370,000. inhibition, % at 12.2 µM. 1-phosphatidylinositol 4,5-bisphosphate phosphodiesterase beta-3 (Homo sapiens), Q01970; in the data active = inhibition above about 11%;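 also: 0% = median of compound wells on plate and 100% = full blocker control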
hgDAF12 agonist = H. glycines DAF-12 receptor agonists, primary screen, cell-based, luminescence, HEK293, GAL4 fusion, UAS-luciferase; activation, % at 6.8 µM; hit rate 1.8% among 370,000; Nuclear hormone receptor DAF-12 (Heterodera glycines), GAL4 fusion; AID 687014, 2013; HEK293 GAL4-hgDAF12 UAS-luciferase reporter, agonist luminescence; normalized to butyrate control;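 active = activation above a cutoff set at the mean of all screened compounds plus 3 SD, cut at about 10% in these data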;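 also: 0% = DMSO wells and 100% = sodium butyrate wells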
* hit, by the source's call; i = inactive; . = not tested or not shown.

SMILES	NR1D1 modulator	MBD2 DNA inh	DAX1 inh-1	SMARCA2 activ	PLC-gamma1 inh	DAX1 inh-2	hcDAF-12 act	ADAM17 inh	ssDAF12 agonist	PLCb3 inh	hgDAF12 agonist
CCCCCC[C@H](CN(CCCC)S(C)(=O)=O)c1ccccc1	3	-1	.	-5	0	-1.1	-3.0	0	-1.6	3	-2.8
O=c1c(-c2c(O)cc(O)c3c(=O)cc(-c4ccc(O)cc4)oc23)c(-c2ccc(O)cc2)oc2cc(O)cc(O)c12	-14	11	2.3	1	-2	-0.7	-2.3	2	-1.1	-12	-3.4
O=C(Nc1nc2ccccc2n1CCN1CCOCC1)c1ccc(Cl)cc1	13	-2	0.1	8.0*	-4	-0.1	2.1	-2	0.6	-12	3.2
O=C(Nc1cccc2nsnc12)c1cc2c(cc1Cl)Sc1nccn1S2(=O)=O	-9	-2	-0.1	0	-215	0.0	0.7	-10	-0.5	-294	3.9
COc1cccc2cc(C(N)=O)/c(=N\NC(=O)c3ccccc3)oc12	1	-12	2.6	2	-47	0.2	2.1	-3	-1.2	-72	4.9
Cc1nc(-c2ccc(F)cc2)c(CC(=O)N(C)CC(=O)Nc2ccc(Br)cc2C)s1	-3	7	-1.5	-1	3	-0.5	-2.7	1	-0.8	3	0.8
CCOC(=O)N1CCN(C(=O)CCS(=O)(=O)c2ccc3c(c2)CC(C)N3C(=O)CC)CC1 (stereo not drawn)	5	0	-0.6	1	3	-0.4	-1.6	-2	-1.0	-3	-0.4
COc1ccc(C(CNC(=O)c2ccc(NS(=O)(=O)c3ccccc3)cc2)N2CCOCC2)cc1 (stereo not drawn)	2	0	-1.2	0	0	-1.5	1.7	2	-1.2	-6	-3.2
COc1ccc(OC)c(S(=O)(=O)N2CCC(C(=O)NC3CCCCCC3)CC2)c1	-5	-1	3.2	3	-1	-0.4	-1.0	-3	-1.3	0	0.0
Cn1c(-c2ccc(C=O)s2)nc2c3ccccc3c3ccccc3c21	135*	0	0.1	2	i	0.6	3.9	-53	-0.1	i	1.6
CC(C)C(=O)NCCc1nc2ccccc2n1C	7	3	2.5	-5	0	0.6	-1.2	-5	-0.8	1	1.6
COC(=O)c1ccc(NC(=O)CN2CCC(NC(=O)c3ccco3)CC2)cc1	1	-1	0.2	2	0	-0.3	0.0	-1	-1.3	2	0.8
Cc1ccc(S(=O)(=O)Nc2nc(C)c(C(=O)N/N=C/c3ccccc3)s2)cc1	2	-2	1.0	0	-38	0.1	-0.3	-5	-1.2	-49	-2.4
CC(C)(C)OC(=O)C[C@@H]1C/C=C\C[C@H](CC(=O)N(CCO)Cc2ccccc2)C(=O)N[C@H](C(C)(C)C)COC1=O	3	1	0.4	-1	0	0.0	-1.7	-3	-1.3	3	2.5
CC(C)(C)c1cc2cccnc2n1Cc1cccc(F)c1	2	-5	0.3	-1	-36	-0.6	-0.9	-7	-1.0	-36	-1.2
O=C(Nc1ccc(F)cc1)c1ccc(CSc2ccccc2)o1	2	2	-0.9	-1	0	0.1	0.1	3	-1.2	3	2.3
C[C@@H]1COc2cccc(NCCCN3CCOCC3)c2S(=O)(=O)N1	-7	6	.	-4	3	-0.5	1.6	-3	-0.9	0	1.5
Cc1ccc(-n2c(C)nn(CCOc3ccccc3)c2=O)cc1	2	-4	1.4	5	8	3.1	1.8	4	-0.7	1	13*
COc1ccc(-c2nc3cnccn3c2NC2CCCCC2)cc1-c1cccc(Cl)c1	9	3	-0.3	2	i	-0.7	-1.9	-70	-1.6	i	3.2
Cc1cccc(C)c1NC(=O)CSc1nc2c([nH]1)c(=O)n(C)c(=O)n2C	4	0	-1.0	-6	3	-0.1	-0.9	1	-0.8	-3	2.2
Cc1ccc(-c2nc(C)sc2CC(=O)OCC(=O)Nc2cccc([N+](=O)[O-])c2)cc1	1	-6	1.7	0	3	-0.3	-1.2	3	-1.6	2	-0.6
Cc1onc(-c2ccccc2Cl)c1C(=O)N(C)CC(=O)Nc1ccc(F)c(F)c1F	5	-3	-1.1	-1	-5	-0.2	-0.9	0	-1.3	-7	-1.7
N#Cc1c(NC(=O)c2cc([N+](=O)[O-])ccc2N2CCOCC2)sc2c1CCCC2	1	1	-0.3	2	-6	0.1	0.0	-1	-1.9	-4	3.0
O=C(/C=C/c1ccco1)Nc1ccccc1C(=O)Nc1cccc(C(=O)O)c1	2	5	2.3	-3	-4	0.3	2.1	-7	-1.3	-21	0.0
C=C(C)COc1ccc(-c2ncncc2-c2ccc(Br)cc2)c(O)c1	5	1	-0.3	-1	0	-0.3	-0.4	1	-1.2	-5	-1.9
O=C(Nc1cccc(-c2csc(Nc3ccc(Cl)cc3)n2)c1)c1cc([N+](=O)[O-])cc(C(F)(F)F)c1	-1	-1	1.7	0	1	0.6	1.1	0	-0.4	2	0.5
Cc1c(C(=O)NCCSCc2c(F)cccc2Cl)cnn1-c1ccc(F)cc1	6	1	-1.2	-3	1	-0.4	-1.5	2	-1.9	-6	0.8
CN=C(Nc1ccc(C(=O)OC)s1)c1ccc(Cl)cc1	2	3	1.1	-3	-1	0.4	-1.6	3	-1.6	-8	4.3
CCCC(=O)C1=C(O)C(C(=O)OC)C(C)(C)CC1=NC(C)(C)C (stereo not drawn)	1	0	2.3	0	1	-0.4	-1.2	-4	-1.2	1	-1.0
CC1(C)C(N(O)C(=O)Nc2ccc(Cl)cc2)N(c2ccc(Cl)cc2)C(=O)N1CC(=O)NN (stereo not drawn)	0	5	-1.3	1	5	-1.3	0.8	6	-1.6	3	2.4
CCc1cc(CNC(=O)C2CCC(=O)N(Cc3cccc(F)c3)C2)on1 (stereo not drawn)	-7	0	1.0	-1	1	1.3	-1.6	-2	-0.6	-7	1.4
COc1ccccc1CNC(=O)c1csc(Cc2ccc(Cl)cc2)n1	0	-3	-0.5	0	-1	0.8	-2.4	4	-1.6	-1	-3.2
O=C(OCC(=O)N1CCCC1)c1cc(Cl)ccc1[N+](=O)[O-]	1	2	-2.3	-1	1	-0.1	-1.3	-6	-1.5	-5	0.4
COc1ccc(S[C@]2(C(=O)NC(C)C)CC(=O)N[C@@H]2c2ccc(OC)cc2)cc1	11	-3	.	-3	1	0.1	1.0	-2	-0.9	-3	-0.4
Cc1ccc(C)c(S(=O)(=O)N2CCN(Cc3cc4c(cc3O)OCO4)CC2)c1	-1	5	0.8	-2	5	-1.1	-0.5	-3	-0.8	-1	-2.0
Cc1ccc(C(c2nnnn2CC2CCCO2)N2CCN(Cc3ccccc3)CC2)cc1 (stereo not drawn)	0	2	0.0	-4	4	-0.4	-3.2	0	-1.1	-1	-1.7
NS(=O)(=O)c1ccc(NC(=O)C2(c3ccccc3)CCCC2)cc1	-8	1	-0.2	1	0	-0.7	-0.4	-2	-1.5	0	-2.4
COc1ccc(C(C(=O)NC2CCCC2)N(CCN2CCOCC2)C(=O)c2ccc(OC)c(OC)c2)cc1 (stereo not drawn)	1	-2	-1.0	-1	2	0.4	0.8	-1	-0.7	5	-0.1
COc1cc(OC)cc(C(=O)NC2CC(C)(C)NC(C)(C)C2)c1	-3	0	-0.2	2	-3	0.1	-0.1	0	-2.0	-6	0.1
COc1ccc(OC)c(NC(=O)c2ccccc2N(Cc2ccccc2)S(C)(=O)=O)c1	3	-4	0.7	-2	-2	-0.1	-1.9	2	-1.5	-2	1.2
COc1ccc(C(=O)N2c3cc4c(cc3C(C)=CC2(C)C)OCO4)cc1	6	2	0.4	1	-1	-0.2	-1.7	3	-1.0	-1	1.5
CN1CCN(CC(=O)Nc2cc(S(=O)(=O)N3CCOCC3)ccc2Cl)CC1	1	-6	-1.0	1	-3	-1.4	-0.8	-3	-1.1	-3	1.2
COc1ccccc1C(=O)NCCC(=O)NCC(c1ccccc1OC)N1CCCC1 (stereo not drawn)	-2	2	-0.9	0	6	1.0	-0.6	1	-1.4	-7	-4.0
CC1CN(c2nc3ccccn3c(=O)c2/C=C(\C#N)S(=O)(=O)c2ccccc2)CC(C)O1 (stereo not drawn)	-8	1	-0.4	-6	-17	-0.3	3.0	-4	-0.4	-21	-1.3
S=C1N(c2ccccc2)C(c2ccccc2)N2CCCN12 (stereo not drawn)	-4	7	0.6	0	0	0.1	-1.3	-1	-1.5	-2	-0.8
Cc1csc(NC(=O)CNC(=O)OCc2ccccc2)n1	-4	2	0.1	6	4	-0.2	-0.4	1	-1.5	3	-0.3
O=C(COc1ncnc2sccc12)Nc1ccc2c(c1)OCCO2	3	8	2.1	-6	0	0.5	1.6	-10	-0.1	-2	5.8
CC(C)OC(=O)c1cc2c(ccn2C)n1CC(=O)N1CCC(Cc2ccccc2)CC1	2	-8	0.9	-1	-19	-1.0	-2.5	6	-1.6	-24	-1.1
CCN(CC)S(=O)(=O)c1cc(C(=O)OCC(=O)Nc2cccc(C)c2C)ccc1F	1	0	0.2	5	0	0.3	-1.6	2	-1.6	4	0.8
Cc1ccc(S(=O)(=O)N(C)CC(=O)O/N=C(\N)c2cccc(Br)c2)cc1	-2	-3	0.2	-2	2	2.7	1.2	12*	-1.1	-6	1.0
COc1cccc(OC)c1C(=O)Nc1cccc(-n2cnnn2)c1	-2	2	0.5	0	-2	-0.5	1.3	-3	-1.3	-12	1.4
CC(C)C(NC(=O)c1ccccc1F)C(=O)NCc1ccccc1 (stereo not drawn)	0	2	-0.1	-2	1	0.1	-0.6	0	-1.2	-2	-0.5
COc1ccc(/C=N/N2CCN(C)CC2)cc1OC	-1	-3	-0.2	-1	0	0.3	0.3	-1	-0.4	5	0.8
CC(C)(C)OC(=O)N1CCc2onc(-c3ccc(N)cc3)c2C1=O	4	7	-0.9	-3	0	0.7	-2.5	1	-1.1	-5	-0.3
Cc1ccc(O)c(NC(=O)c2cc(-c3cccs3)on2)c1	3	-5	0.5	13*	-5	1.2	2.3	-2	-0.4	-3	11*
Cc1ccc2sc(-c3ccc(NC(=O)CCN4C(=O)c5ccccc5C4=O)cc3)nc2c1	3	0	.	8	-3	2.3	10.0*	-13	0.8	-4	8.8
